Assay outcomes from PubChem.
MITF primary – inhibitors of human MITF; O75030; AlphaScreen MITF homodimerization, bead proximity signal; inhibition, % at 2.6 µM; 650,000 compounds, 0.91% hits; in the data active means inhibition above about 50%;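 further: 0% = vehicle wells with protein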
FBW7 act – activators of human E3 ligase FBW7; normalized activity (activation), % at 26.1 µM; AID 1259310; AlphaScreen FBW7–phospho-cyclin E peptide binding, activator screen; 650,000 compounds, 0.13% hits; in the data active means normalized activity above about 1.9%;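 further: purified mutant Fbw7 with reduced substrate affinity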
Target sequence (Q969H0 whole entry, looked up): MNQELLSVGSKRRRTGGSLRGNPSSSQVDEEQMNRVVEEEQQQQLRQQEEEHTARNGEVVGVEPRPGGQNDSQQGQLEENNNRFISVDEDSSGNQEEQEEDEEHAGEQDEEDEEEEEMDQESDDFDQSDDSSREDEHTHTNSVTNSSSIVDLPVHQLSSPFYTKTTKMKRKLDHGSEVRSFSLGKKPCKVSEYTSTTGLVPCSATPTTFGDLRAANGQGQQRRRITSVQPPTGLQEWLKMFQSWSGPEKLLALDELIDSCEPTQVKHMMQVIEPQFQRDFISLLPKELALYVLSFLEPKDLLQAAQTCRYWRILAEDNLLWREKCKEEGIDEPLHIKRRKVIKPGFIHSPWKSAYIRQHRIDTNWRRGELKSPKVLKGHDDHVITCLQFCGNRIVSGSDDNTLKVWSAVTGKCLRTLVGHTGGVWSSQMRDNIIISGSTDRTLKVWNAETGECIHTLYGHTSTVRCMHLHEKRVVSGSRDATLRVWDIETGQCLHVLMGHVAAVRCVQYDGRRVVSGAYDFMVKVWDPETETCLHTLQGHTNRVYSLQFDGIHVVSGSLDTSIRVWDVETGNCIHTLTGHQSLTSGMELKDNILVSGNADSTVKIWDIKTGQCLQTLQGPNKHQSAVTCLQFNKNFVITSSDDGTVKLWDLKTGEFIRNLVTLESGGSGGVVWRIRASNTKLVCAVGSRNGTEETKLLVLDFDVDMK
TEAD-YAP block – TEAD-YAP interaction inhibition; HEK-TIYL cells, TEAD-Gal4/YAP UAS-luciferase luminescence; inhibition, % at 9.12 µM; 640,000 compounds, 1.4% hits; in the data active means inhibition above about 32%;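 further: 0% = median of test compound wells and 100% = reference inhibitor wells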
GPR151 ag – activates the human receptor GPR151; activation, % at 11.2 µM; PathHunter beta-arrestin GPR151 cells, luminescence; 650,000 compounds, 1% hits; in the data active means activation above about 4.9%;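 further: 0% = median of compound wells and 100% = cells with positive control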
* = called active by the depositor.

no.	canonical_smiles	FBW7 act	GPR151 ag	MITF primary	TEAD-YAP block
1	O=c1c2ccccc2nc(/C=C/c2cccc(F)c2)n1-c1ccc(Oc2ccc(Cl)cc2)cc1	-0.3	0.5	1	-12
2	COCCCN1C(=O)CC(CC(=O)N[C@@H](C)c2ccccc2)(c2ccccc2)C1=O (stereo not given in full)	0.5	0.9	13	-50
3	Cc1ccc(COc2cccc3ccc(N4CCC(C(N)=O)CC4)nc23)cc1	0.7	1.6	13	-7
4	Cc1c(-c2ccc(Cl)cc2)[n+](=O)c2c(n1[O-])CCC2	0.3	2.3	2	6
5	Cc1nc(Cl)nc(Nc2ccccc2)c1[N+](=O)[O-]	-0.1	2.5	-3	2
6	CC(=O)c1ccc(NC(=O)CSc2nc3nc(C)cc(C)n3n2)cc1	-0.1	-0.5	-6	12
7	COc1ccc(Nc2ncnc3sc4c(c23)CCCC4)cc1Cl	-0.1	1.3	-16	-22
8	N#Cc1ccc(C(=O)N/N=C/c2ccccc2OS(=O)(=O)c2ccccc2)cc1	0.1	-1.6	2	-4
9	Nc1nc(SCC(=O)Nc2ccc(F)c(F)c2)n[nH]1	-0.1	-0.6	3	-7
10	O=C1NCCN1CCNCc1ccc(OCC(O)CN2CCCCC2)cc1 (stereo not given)	0.1	-0.8	14	-3

Continued:
no.	canonical_smiles	FBW7 act	GPR151 ag	MITF primary	TEAD-YAP block
11	O=C(Nc1ccc2c(c1)OCO2)Nc1ccccc1-c1ccccc1	0.1	-1.1	23	-11
12	O=C(CC1(c2ccccc2)CC(=O)N(Cc2ccncc2)C1=O)N1CCCC1 (stereo not given)	-0.1	-0.3	-8	0
13	C/C=C(\C)CN1CCOc2ccc(CN3CCC(O)CC3)cc2C1	-0.1	-0.5	15	8
14	O=C(NCc1ccccc1Cl)c1ccc2c(=O)n(Cc3ccco3)c(=S)[nH]c2c1	-0.1	3.0	-11	-16
15	COc1cccc(-c2cc(C(=O)NC3CCCC3)no2)c1	0.0	-0.7	-3	-46
16	O=C(NCC1CCCO1)/C(=C/c1ccc(-c2ccc(F)cc2)o1)NC(=O)c1ccccc1 (stereo not given)	-0.1	3.6	-10	6
17	CN1CCN(C(=O)/C=C/c2ccc(C#N)cc2)CC1	0.5	-1.3	29	6
18	COc1ccc(N2C(=O)c3ccc(Oc4ccccc4OC)cc3C2=O)c([N+](=O)[O-])c1	0.1	0.0	9	2
19	CCOC(=O)C1CCC(CN(Cc2cccc(Br)c2)S(=O)(=O)c2ccc(F)c(C)c2)CC1 (stereo not given)	0.5	1.1	15	-4
20	Cc1ccc(C(=O)O)cc1S(=O)(=O)NCC1CCCO1 (stereo not given)	0.3	1.6	8	-6

Other compounds
no.	canonical_smiles	FBW7 act	GPR151 ag	MITF primary	TEAD-YAP block
21	CCOC1=NN(c2ccc([N+](=O)[O-])cc2)C(=O)/C1=C\c1ccccc1OCC	0.4	1.0	18	10
22	Cc1cc(C)nc(N(C(=O)C2CC2)c2c(C)cccc2C)n1	0.0	-0.7	-1	1
23	CC(C)N(C)S(=O)(=O)c1cccc(C(=O)OCC(=O)c2ccc(F)c(F)c2)c1	0.0	-1.6	-1	-6
24	Nc1nc(Nc2cnccn2)nc2c1ncn2C1CCCCC1	0.0	2.7	8	4
25	Cc1[nH][nH]c(=O)c1C(c1ccccc1OCc1ccc(F)cc1)c1c(C)[nH][nH]c1=O	-0.7	-1.0	-11	-1
26	CN1C(=O)C(CC(=O)Nc2ccc(F)cc2)S/C1=N/c1nc2ccccc2s1 (stereo not given)	-0.1	-1.0	-1	-8
27	CCOC(=O)c1ccc(N2C(=O)CC(SCC(=O)Nc3ccc(C)cc3)C2=O)cc1 (stereo not given)	1.2	-0.2	13	-4
28	Cc1ccc(N=c2sc(C3=c4cc(Br)ccc4=NC3=O)c(O)n2-c2ccc(C)cc2)cc1	0.0	2.5	-1	0
29	Cc1cccc(NS(=O)(=O)c2c[nH]c(=O)[nH]c2=O)c1	-0.2	-1.5	-6	2
30	CCOC(=O)c1cnc(SCC(=O)Nc2ccc(Br)c(Cl)c2)nc1N	0.5	-0.8	22	-3

Single records, from the list above.
Nc1nc(Nc2cnccn2)nc2c1ncn2C1CCCCC1 reads FBW7 act = 0.0; GPR151 ag = 2.7; MITF primary = 8; TEAD-YAP block = 4
CCOC1=NN(c2ccc([N+](=O)[O-])cc2)C(=O)/C1=C\c1ccccc1OCC reads FBW7 act = 0.4; GPR151 ag = 1.0; MITF primary = 18; TEAD-YAP block = 10

Following part
no.	canonical_smiles	FBW7 act	GPR151 ag	MITF primary	TEAD-YAP block
31	COc1ccc(C(=O)Nc2ccccc2C(=O)O)cc1OC	0.1	-2.4	7	4
32	CC(OC(=O)c1ccc(NS(=O)(=O)c2ccc(F)c(F)c2)cc1)C(=O)NC1CC1 (stereo not given)	-0.1	-0.1	2	-5
33	COC(=O)c1ccc(NC(=O)C2CCCCC2C(=O)O)cc1 (stereo not given)	0.1	0.4	2	1
34	CCOC(=O)c1ccc(N2C(=N)S/C(=C\c3ccc(OCc4ccccc4F)cc3)C2=O)cc1	0.2	0.0	17	0
35	CCOC(=O)c1c(NC(=O)c2ccc(Br)o2)sc(C(C)=O)c1C	0.1	1.1	-14	-4
36	COc1ccc(CNCC2(O)CCOC(C)(C)C2)cc1 (stereo not given)	-0.5	-0.1	41	0
37	CN(C)c1ccc(C=Nc2ccc(F)cc2)cc1	0.2	-1.9	-13	8
38	NN1C(=O)c2cccc([N+](=O)[O-])c2C1=O	0.6	-1.5	3	-3
39	CCN1CCN(CC(O)COc2ccc(C)cc2C)CC1 (stereo not given)	-0.1	0.1	-2	-1
40	CC(C)C(c1nnnn1C1CCCC1)N1CCC(C(N)=O)CC1 (stereo not given)	0.5	-1.0	12	3

Going on with the list.
no.	canonical_smiles	FBW7 act	GPR151 ag	MITF primary	TEAD-YAP block
41	O=C(NCCc1ccc(O)cc1)c1cc(NCCN2CCOCC2)nc2ccccc12	-0.1	-0.1	-7	-9
42	CCOc1ccc(C2=CC(c3ccccc3OC(F)F)n3nnnc3N2)cc1Cl (stereo not given)	0.2	-0.1	9	6
43	Cc1cc(NS(=O)(=O)c2ccc(N/C=C\C(=O)c3ccc(F)cc3)cc2)nc(C)n1	0.0	-2.5	1	-43
44	CC1CC(C)CN(C(=O)C2CCC(Cn3c(=S)[nH]c4ccccc4c3=O)CC2)C1 (stereo not given)	-0.1	0.0	-4	-9
45	COC(=O)C1=C(NC(=O)c2cccc(Cl)c2)CCS1	0.4	-0.7	4	2
46	CC(=O)N1c2ccccc2NC2=C(C(=O)CC(c3cccs3)C2)C1c1ccc(C(F)(F)F)cc1 (stereo not given)	0.0	0.5	3	7
47	COc1ccccc1CNc1n[nH]c2nc(C)cc(C(F)(F)F)c12	-0.3	-0.7	4	-3
48	COc1ccc(NC(=O)CC2C(=O)N(CCc3ccccc3)C(=S)N2CCc2ccccc2)cc1 (stereo not given)	0.2	0.3	23	-8
49	Fc1cccc(/C=N/Nc2ccc(Cl)nn2)c1	-0.1	-0.1	-22	-21
50	Cc1ccc(-n2c(SCC(N)=O)nnc2-c2ccccn2)cc1C	0.2	0.4	8	13

Sorted by count of non-hydrogen atoms (high to low): 5 of the compounds above.
no.	canonical_smiles	FBW7 act	GPR151 ag	MITF primary	TEAD-YAP block
48	COc1ccc(NC(=O)CC2C(=O)N(CCc3ccccc3)C(=S)N2CCc2ccccc2)cc1 (stereo not given)	0.2	0.3	23	-8
42	CCOc1ccc(C2=CC(c3ccccc3OC(F)F)n3nnnc3N2)cc1Cl (stereo not given)	0.2	-0.1	9	6
50	Cc1ccc(-n2c(SCC(N)=O)nnc2-c2ccccn2)cc1C	0.2	0.4	8	13
45	COC(=O)C1=C(NC(=O)c2cccc(Cl)c2)CCS1	0.4	-0.7	4	2
49	Fc1cccc(/C=N/Nc2ccc(Cl)nn2)c1	-0.1	-0.1	-22	-21

Next part
no.	canonical_smiles	FBW7 act	GPR151 ag	MITF primary	TEAD-YAP block
51	CC(C)NC(=O)CC(=O)N/N=C/c1cccc(Br)c1	0.1	-0.6	22	-1
52	Cc1c(/C=N/NC(=O)c2ccc([N+](=O)[O-])cc2Cl)cnn1C	0.0	1.7	3	4
53	Nc1nonc1C(O)c1ccccc1 (stereo not given)	0.2	-0.5	8	16
54	CCC(CC)C(=O)N1c2ccc(OC)cc2C(=C2SC(C(=O)OC)=C(C(=O)OC)S2)C(=S)C1(C)C	0.5	-1.2	11	-5
55	C=CCNC(=O)c1nc(-c2ccccc2)oc1C(F)(F)F	0.1	-0.7	1	0
56	NC(=O)N1CCN(C(=O)c2ccco2)CC1	0.7	-0.2	0	-1
57	COc1ccc(S(=O)(=O)N2CCN(c3cc(-n4ccnc4)ncn3)CC2)c(C)c1C	-0.1	0.6	-14	56*
58	CCc1ccc(C2C(C(=O)OCCOC)=C(C)NC3=C2C(=O)CC(c2ccc(OC)cc2)C3)cc1 (stereo not given)	1.1	1.2	12	5
59	CC(C)(C)c1ccc(NC(=O)N2CCN(c3ccc(-c4ccco4)nn3)CC2)cc1	-0.3	-1.1	1	-10
60	CC(=O)N(Cc1cccs1)C1(C(=O)NC2CCCCC2)CCCCC1	-0.2	0.6	5	6

Next section.
no.	canonical_smiles	FBW7 act	GPR151 ag	MITF primary	TEAD-YAP block
61	COc1ccc(C2c3c(oc4ccccc4c3=O)C(=O)N2c2nncs2)cc1OC (stereo not given)	-0.2	-1.0	6	-11
62	COc1ccc(S(=O)(=O)N(CC(=O)NCc2ccc(C)cc2)Cc2ccccc2)cc1OC	-0.1	-1.1	3	8
63	Cn1cc(S(=O)(=O)N2CCOCC2)cc1C(=O)N1CCCC2CCCCC21 (stereo not given)	0.1	0.7	5	0
64	CCCCCC(=O)N/N=C/c1cccnc1	1.2	3.5	8	2
65	C=CCn1c2cc(C)sc2c2cnn(Cc3nccc(OC)c3OC)c(=O)c21	0.0	0.3	5	7
66	CC(C)c1cccc(C(C)C)c1NC(=O)CNCCO	0.2	0.3	53*	-1
67	O=C(c1c[nH]c2ccc(S(=O)(=O)N3CCc4ccccc4C3)cc2c1=O)N1CCc2ccccc21	0.2	-0.8	14	6
68	O=S(=O)(Nc1ccc(Cl)cc1)c1ccc2ccccc2c1	0.2	-1.0	13	5
69	CNC(=S)N(CCCN1CCOCC1)Cc1cc2ccc(OC)cc2[nH]c1=O	0.0	0.3	7	8
70	Cc1c(C#N)c(N)c(C(=O)c2ccccc2)n1-c1ccccc1	-0.1	1.1	9	-2

Other records
no.	canonical_smiles	FBW7 act	GPR151 ag	MITF primary	TEAD-YAP block
71	O=C(Nc1ccc(-c2nc3ncccc3o2)cc1)c1ccc(-c2ccc(Cl)cc2)o1	0.2	-1.7	3	4
72	CNc1nc(NCCCOC)nc(N)c1[N+](=O)[O-]	-0.1	-2.1	6	-8
73	CC(C)NC(=O)COc1ccccc1Br	0.3	0.8	11	6
74	CCOC(=O)c1c(NC(=O)CN2CCOCC2)sc2c1CCN(C(=O)OCC)C2	-0.1	-0.5	10	9
75	COc1ccc(N2C(=O)CC(c3ccccc3)C3=C2CC(C)(C)CC3=O)cc1 (stereo not given)	-0.1	-1.3	10	-2
76	Cc1ccc(NC(=O)Cc2c[nH]c3ccccc23)cc1S(=O)(=O)N1CCCCCC1	-0.1	1.1	-4	5
77	CCc1ccccc1NCN1C(=O)c2ccccc2C1=O	-0.1	2.5	-7	7
78	CN(C)c1cccc(-c2cnn3c(NCc4cccs4)ccnc23)c1	0.7	-0.8	14	-38
79	OCCNc1nc(N2CCN(Cc3ccc4c(c3)OCO4)CC2)nc2c1ncn2-c1ccccc1	-0.1	0.4	4	11
80	CSc1ccccc1NC(=O)Cn1nc(C(=O)N2CCOCC2)cc1-c1cccs1	0.0	-0.2	-4	9

(listing goes on)
no.	canonical_smiles	FBW7 act	GPR151 ag	MITF primary	TEAD-YAP block
81	NS(=O)(=O)c1ccc(CNC(=S)NCc2ccco2)cc1	-0.1	-0.6	-13	-11
82	CCN1C(=O)C(CC(=O)Nc2ccc(OC)cc2)N(Cc2ccc(OC)cc2)C1=S (stereo not given)	0.0	0.4	-10	-2
83	COc1ccc(/C=C/c2onc(C)c2S(=O)(=O)N2CCC(C(=O)O)CC2)cc1	-0.1	0.4	1	3
84	Cc1nn2c(=O)/c(=C/c3ccc(O)cc3)sc2nc1=O	0.0	-0.4	2	-3
85	COC(=O)c1cc(NC(=S)N2CCN(c3ccccn3)CC2)cc(C(=O)OC)c1	0.0	1.2	17	-5
86	Nc1ncc(-c2ccoc2)nc1N1CCC(C(=O)O)CC1	-0.2	0.1	44	-2
87	O=C(Nc1nc(=S)ss1)c1ccc(F)cc1	0.0	-0.3	-3	-8
88	COc1ccc(NC(=O)CN2CCN(c3cc(Cl)ccc3C)CC2)cc1	-0.3	0.5	-7	-4
89	CCOc1cccc(/C=C2/NC(=O)NC2=O)c1O	0.0	-1.6	9	-7
90	Cc1cc(Br)ccc1NC(=O)CCCN1C(=O)c2ccccc2C1=O	0.0	-0.1	11	0
91	O=C(NCCc1ccccc1)c1ccc2c(=O)n(-c3ccccc3)c(=S)[nH]c2c1	0.1	1.1	5	5
